Screening results as filed in PubChem.
12-LOX inh = Primary qHTS assay for inhibitors of human arachidonate 12S-lipoxygenase (ALOX12): Round 2; Polyunsaturated fatty acid lipoxygenase ALOX12 (Homo sapiens), P18054; purified 12hLO, xylenol orange hydroperoxide absorbance; actives 1.1% (n = 580,000); Potency, µM (series often up to 108 µM), for the others: at the highest dose activity change, negative = inhibition, actives largely listed as inhibitors; active = well fitted inhibition curve with a large enough effect; inconclusive = small, poorly fitted or top-dose-only effect, or another doubt; inactive = no such curve, though single readings can be large or run the other way
Target sequence (P18054 whole entry, looked up): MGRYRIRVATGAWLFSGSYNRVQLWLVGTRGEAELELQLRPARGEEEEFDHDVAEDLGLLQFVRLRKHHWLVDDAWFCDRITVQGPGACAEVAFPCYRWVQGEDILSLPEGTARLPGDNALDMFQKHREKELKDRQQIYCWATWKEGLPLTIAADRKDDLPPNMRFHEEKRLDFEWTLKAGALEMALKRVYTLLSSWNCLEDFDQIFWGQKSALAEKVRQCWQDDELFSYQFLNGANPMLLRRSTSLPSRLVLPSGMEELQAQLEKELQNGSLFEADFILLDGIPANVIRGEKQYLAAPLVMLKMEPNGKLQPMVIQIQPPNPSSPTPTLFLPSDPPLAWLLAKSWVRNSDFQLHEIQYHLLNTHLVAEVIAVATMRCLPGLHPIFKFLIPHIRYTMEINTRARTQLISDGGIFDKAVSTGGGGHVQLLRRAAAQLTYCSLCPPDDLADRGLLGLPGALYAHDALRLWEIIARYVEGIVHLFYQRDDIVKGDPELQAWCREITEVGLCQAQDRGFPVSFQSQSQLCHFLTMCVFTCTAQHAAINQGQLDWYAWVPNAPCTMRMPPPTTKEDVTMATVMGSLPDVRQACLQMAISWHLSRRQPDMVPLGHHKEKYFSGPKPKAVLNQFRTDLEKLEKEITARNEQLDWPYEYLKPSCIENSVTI
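Purified human 12hLO at 150 nM in 25 mM Hepes, 0.01% Triton X-100, pH 7.0, preincubated 15 min at room temperature with compound. Reaction started with 40 uM arachidonic acid, 30 min at room temperature. Hydroperoxide measured by Fe-xylenol orange, 573/405 nm absorbance ratio.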
Active calls of the source: *; ? = inconclusive; [ ] = dose if it differs, or a comment. % is scaled to controls: 0 for no effect and ±100 for the full control effect; potency is read from the fitted curve at half-maximal effect. Some of the compounds tested. The share of hits here may be higher or lower than overall.

SMILES | 12-LOX inh
Cc1ncc2c(c1CNC(=O)c1ccccc1F)CCN(C(=O)Cc1ccc(F)c(F)c1)C2 | 14%
COc1ccccc1NC(=O)CSc1nccc(-c2ccc(OC(F)F)cc2)n1 | 10%
CCCCc1cc(C[C@H]2CNCC[C@H]2CC(=O)NCCNC(C)=O)no1 | 4%[176 µM]
COc1cccc(S(=O)(=O)N2CC3(Cc4ccccc4NC3=O)C2)c1 | 0%[6.33 µM]
COc1ccccc1-n1cc(C(=O)NC2CCCN(C3CCCCCC3)C2)cn1 (stereo unspecified) | -6%
COc1ccc(NC(=O)Cc2c(C)c3ccc(OC)c(C)c3oc2=O)cc1OC | -8%
COc1ccc(Cn2c(C3CCN(C(=O)c4ccc(F)c(F)c4)CC3)n[nH]c2=O)cc1 | ?
O=C(c1cc(C(F)(F)F)cc(C(F)(F)F)c1)N1CCC2(CCN(Cc3nccs3)CC2)CC1 | 0%[57.4 µM]
CCN(Cc1ccccc1)C(=O)Cn1c(=O)c2c(ncn2C)n(C)c1=O | 19%
O=C(c1ccccc1F)N1CCC(Oc2cccnc2)C1 (stereo unspecified) | -7%
Cc1noc(C)c1S(=O)(=O)Nc1c(NCc2ccccc2)c2ccccc2oc1=O | -11%
O=C(c1cc(C(F)(F)F)cc(C(F)(F)F)c1)N1CCC2(CC1)CN(c1ccccc1)C2 | ?
CC(C)CN1C(=O)N(Cc2ccccn2)C(=O)C12CCN(Cc1ccc3c(c1)CCO3)CC2 | 38%
COCc1cc(=O)n(CC(=O)Nc2ccc(C)c(C)c2)c(N2CCOCC2)n1 | 32%[activator]
Cc1ccc(NC(=O)C(c2ccccc2)N2CCN(C(=O)C3CC3)CC2)cc1Cl (stereo unspecified) | 16%
COc1ccc2[nH]c3c(c2c1)CCNC31CCN(C(=O)C2CCN2C2CCCCC2)CC1 (stereo unspecified) | 31%
COCC(=O)N[C@@H]1CCC[C@@H](C(=O)N(C)Cc2cccnc2)CC(=O)N(C)C1 | 16%[176 µM]
COc1cccc(-c2nc(-c3cc4ccccc4o3)cs2)c1OC | -24%
COC(=O)/C(C#N)=C/c1ccc(-c2ccc(Br)cc2)o1 | ?
O=C(O)c1ccc(COc2ccc(Cl)cc2Cl)cc1 | -2%
COc1ccc(NC(=O)N2CCC(OCCOc3cccnc3)CC2)cc1 | 5%
CCCCc1cc(=O)oc2cc(OCC(=O)O)ccc12 | -5%
CNC(=O)c1cnn2c1CN(C(=O)OC)CC2 | 5%[12.5 µM]
CCc1noc(-c2cccn3c(CNC(=O)C4CCC4)nnc23)n1 | 52%[activator]
COc1ccc(CCNC(=O)c2nn(Cc3ccccc3)c(=O)c3ccccc23)cc1 | -5%
More structures.
SMILES | 12-LOX inh
BrCCC1CCCCN1 (stereo unspecified) | ?
CSCc1noc(CNC(=O)CN2CCN(c3ncccn3)CC2)n1 | 36%[activator]
O=C(NC1CCN(c2cc(-c3cccs3)[nH]n2)C1)c1cccc(Cl)c1 (stereo unspecified) | 48%[activator]
O=c1c2nccnc2nc(SCc2cccc(F)c2)n1Cc1ccc2c(c1)OCO2 | ?
O=C(Cc1ccccc1)NC[C@H]1O[C@H](Cc2cc(CN3CCNCC3)on2)CC[C@@H]1O | 82%[activator]
Cc1cc(F)ccc1NC(=O)C(C)(C)c1ccccc1 | -36%
O=C1NCCCCCN(C(=O)c2nccc3ccccc23)[C@H]2CCC[C@@H]12 | 5%
COCCn1c(COc2ccccc2-c2ccccc2)n[nH]c1=S | 28µM*
CC[C@H]1CN(C(=O)C(C)(C)C)CC[C@H]1CC(=O)Nc1ccccc1 | 23%[176 µM]
CNC(=O)Nc1ccc(NC(=O)C(c2ccc(Cl)cc2)C(C)C)cc1 (stereo unspecified) | 20%
CN1CCC(N[C@H]2C[C@@H](Cc3cc(CN(C)Cc4ccccc4)on3)C2(C)C)CC1 | 20%[176 µM]
Fc1cccc(-c2nc(CSc3ncn[nH]3)co2)c1 | 20%
O=C1[C@H]2CN(Cc3ccc(F)cc3F)C[C@H]2C(=O)N1CCN1CCc2ccccc2C1 | 44%[activator]
CCc1cccc(C)c1NC(=O)Cn1c(C)cc2nc3n(c(=O)c21)CCCCC3 | 13%
CCC(CC)NC(=O)c1cccc(F)c1 | 35%
Cc1ccc(C(=O)/C=C/c2ccccc2C)cc1C | 1%
CCC1=C(C(=O)OC)C(c2ccc(C)cc2)N2C(CC(=O)N3CCCC3)=CSC2=N1 (stereo unspecified) | 55%[activator]
CS(=O)(=O)Nc1cccc(-c2nc(N3CCNCC3)c3ccccc3n2)c1 | -13%
COc1ccc2[nH]c3c(c2c1)CCNC31CCN(C(=O)Cc2ccccc2)CC1 | 38%[activator]
COc1ccc(CC(=O)NC(C)c2nnc(SCc3ccc(Cl)cc3Cl)n2C)cc1 (stereo unspecified) | 17%
COc1ccc(-c2nc3cnc(N(C)C)nc3n(Cc3cccs3)c2=O)cc1 | ?
COc1cccc(OC)c1CN1C[C@@H](CO)[C@H](c2nc(C)no2)C1 | 46%[activator]
CCC(CC)C(=O)NC1CCN(c2cnn(CC)c(=O)c2)CC1 | ?
Cc1nc(Oc2ccc(F)cc2)c2c(C)c(C)sc2n1 | -82%
CC1CCCN(S(=O)(=O)c2ccc(NC(=O)c3cc(=O)c4cc(Cl)ccc4o3)cc2)C1 (stereo unspecified) | ?

In the list so far, two contain bromine:
SMILES | 12-LOX inh
COC(=O)/C(C#N)=C/c1ccc(-c2ccc(Br)cc2)o1 | ?
BrCCC1CCCCN1 (stereo unspecified) | ?

4 compounds picked at random from those above, as already listed:
SMILES | 12-LOX inh
COc1ccc(NC(=O)N2CCC(OCCOc3cccnc3)CC2)cc1 | 5%
Cc1cc(F)ccc1NC(=O)C(C)(C)c1ccccc1 | -36%
COc1ccc(CC(=O)NC(C)c2nnc(SCc3ccc(Cl)cc3Cl)n2C)cc1 (stereo unspecified) | 17%
O=c1c2nccnc2nc(SCc2cccc(F)c2)n1Cc1ccc2c(c1)OCO2 | ?

Further structures.
SMILES | 12-LOX inh
CC(C)NC(=O)NC[C@H]1O[C@@H]2C[C@@H](CC(=O)N3CCOCC3)O[C@@H]2[C@@H]1O | 29%[176 µM]
COc1ccc(C(C#N)(CCC#N)C(C)C)cc1OC (stereo unspecified) | 27%
COc1ccc(C(=O)/C=C/c2ccc(C)cc2)c(O)c1 | ?
Cc1cc2oc(C(=O)N(Cc3ccc(F)cc3)C3CCS(=O)(=O)C3)cc(=O)c2cc1C (stereo unspecified) | 6%
Fc1ccc(CNCc2ccc(-c3ccccc3)o2)cc1 | ?
COc1ccc(-c2ccc3c(c2)C(=O)N2CC[C@H](NC(=O)COCC(=O)O)[C@H]2C(=O)N3)cc1 | ?
CC(C)Cc1cnc(-c2cccnc2)[nH]1 | 9%[12.5 µM]
CCNC(=O)N1CCC(Cc2ccc(C(=O)Nc3cccc(F)c3)cc2)CC1 | 17%
CN1CC(=O)N(C2CNC2)Cc2c(NC3CC3)ncnc21 | ?
O=C1CCSc2ccc(S(=O)(=O)N3CCN(c4ccccc4F)CC3)cc2N1 | 5%
COC(=O)[C@H](CC(C)C)N(CCc1cn(CC2CCCCC2)nn1)S(=O)(=O)c1ccc(F)cc1Br | 28%
O=C(Cc1ccccc1)N1CCC(c2noc(-c3cnccn3)n2)C1 (stereo unspecified) | -10%
O=C(c1cc(C(F)(F)F)cc(C(F)(F)F)c1)N1CCC[C@@]2(CCN(c3ccccc3)C2)C1 | 8%[57.4 µM]
CC(=O)Nc1cccc(C(C)C2=CCCCC2)c1 (stereo unspecified) | 7%
CC1(C)NC(=O)N(CC(=O)N[C@H](Cc2ccccn2)C2CC(O)C2)C1=O (stereo partly specified) | 8%
COCCNC(=O)C1c2ccccc2C(=O)N(c2ccccc2)C12CCCCC2 (stereo unspecified) | 1%
COc1ccc(C(=O)NC2CCN(c3cnn(C)c(=O)c3)CC2)cc1 | -6%
O=C(CCC1CCCN(CCCn2cccn2)C1)Nc1ccc(C(F)(F)F)cc1 (stereo unspecified) | 57%[activator]
CN1CCN(c2ncc3nc(-c4ccccc4)c(=O)n(CCc4ccccc4)c3n2)CC1 | -32%
CN1CCC(OC2CCN(C(=O)CC3CCCC3)CC2)CC1 | 36%
Cc1ccc(N2CC(c3nc4ccccc4n3CCN3CCOCC3)CC2=O)cc1C (stereo unspecified) | 8%
O=C(Cc1ccc(Br)cc1)NCc1nnc2ccc(-c3ccccc3)nn12 | 9%
N#Cc1cccc(S(=O)(=O)N2CC(C(=O)NC3CCCCC3)C3(CCOCC3)C2)c1 (stereo unspecified) | 29%
O=C(c1ccccc1Cl)N1CCCN(c2cc(-c3ccc(F)cc3)[nH]n2)CC1 | 54%[activator]
Cc1cc(C(=O)COC(=O)c2nccnc2N)c(C)n1CCc1cccs1 | ?
(further entries)
SMILES | 12-LOX inh
O=C(c1cccc(Cl)c1)N1CCN(c2cc(-c3ccccc3)[nH]n2)CC1 | ?
Cc1nc(CN2C[C@H](C(=O)NCc3ccc4c(c3)OCO4)C[C@@H]2c2ccc(F)cc2)cs1 | -2%
Cc1ccc(OCCOc2ccc(Cl)cc2/C=C(/C#N)c2ccccc2)cc1 | -11%
O=c1n(-c2ccc(C(F)(F)F)cc2)nc2n1CCN(Cc1ccc(C(F)(F)F)cc1)C2 | ?
COCCNC(=O)CC(c1ccc(OC)c(OC)c1)c1c[nH]c2ccccc12 (stereo unspecified) | 15%
Cc1ccc(C(=O)CSc2nnnn2C2CC2)cc1C | -2%
COc1ccc(Cn2c(C3CCN(C(=O)c4ccc(C)s4)CC3)n[nH]c2=O)cc1 | 25%
Cc1nc(-c2ccccc2)sc1C(=O)Nc1ccncc1 | 16%
Cc1ccc(Cl)cc1-n1nc(-c2c(C)nc3scc(CC(=O)NCC(C)C)n3c2=O)cc1C | 1%
COc1ccc2[nH]c3c(c2c1)CCNC31CCN(C(=O)c2ccsc2)CC1 | 15%
CC1(C)CC(=O)C2=C(C1)Nc1nonc1NC2c1ccc(Cl)cc1 (stereo unspecified) | 1%
O=C(c1ccsc1)N1CCc2c(nc3cc[nH]n3c2=O)C1 | 0%
O=S(=O)(N[C@H]1CO[C@H]2[C@@H]1OC[C@@H]2n1cc(CC2CCCCC2)nn1)c1cccs1 | 12%
COc1ccc(OCCNC(=O)Cc2c[nH]c3ccccc23)cc1 | ?
Cc1ccc(Cn2c(-c3ccc(F)cc3)nc(C)c(CCO)c2=O)cc1C | ?
COCCNC(=O)c1ccc(OC2CCN(Cc3cnc(SC)nc3)CC2)c(Cl)c1 | 1%
CC(N)c1ccc(O)cc1 (stereo unspecified) | -59%
Cc1ccccc1CSc1nc2c(=O)n(C)c(=O)n(C)c2n1C | 1%
Cc1nc2cc(S(=O)(=O)N3CCOCC3)ccc2n1CCNC(=O)C(C)O (stereo unspecified) | -6%
Cc1ccc(C(=O)C(C)n2cnc3c2c(=O)n(C)c(=O)n3C)cc1 (stereo unspecified) | 27%
COc1ccccc1NC(=O)C1=C(C)Nc2nc(SC)nn2C1c1ccccc1OC (stereo unspecified) | ?
O=C(NC1(C(F)(F)F)C(=O)Nc2c1c(=O)[nH]c(=O)n2-c1ccc(Cl)cc1)c1ccco1 (stereo unspecified) | -28%
COc1cccc(N2C(=O)NC(=NC3CCCCC3)C23CCCN(Cc2ccc(F)cc2)C3)c1 (stereo unspecified) | ?
O=C(CCc1ccccc1)Nc1ccc(-c2nc(-c3ccccc3)co2)cc1 | -28%
CC[C@H](C)/C=C(C)/C=C/c1cc2c(cn1)C(=O)[C@@](C)(OC(C)=O)C(O)=C2Cl | ?

Molecules from the list above containing a furan ring, fused or not, in the order listed:
SMILES | 12-LOX inh
COc1cccc(-c2nc(-c3cc4ccccc4o3)cs2)c1OC | -24%
COC(=O)/C(C#N)=C/c1ccc(-c2ccc(Br)cc2)o1 | ?
Fc1ccc(CNCc2ccc(-c3ccccc3)o2)cc1 | ?
O=C(NC1(C(F)(F)F)C(=O)Nc2c1c(=O)[nH]c(=O)n2-c1ccc(Cl)cc1)c1ccco1 (stereo unspecified) | -28%

Going on with the list.
SMILES | 12-LOX inh
C=CCN1CCN(C(=O)CCC[C@@H]2[C@H]3CCCN4CCC[C@@H](CN2Cc2cccnc2)[C@@H]34)CC1 | 70%[activator]
Cc1ccc(-c2nsc(NC(=O)c3oc4ccc(F)cc4c3C)n2)s1 | 9%
CSCC(=O)N[C@@H]1CN(Cc2cccnc2)C[C@H]1CN(C)C | 63%[activator]
COc1ccccc1-c1ccnc(-n2ncc(C(=O)NCc3cccnc3)c2C)n1 | -6%
Cc1cc(C(=O)N(C)CC2CCCN(CCc3ccccc3F)C2)n[nH]1 (stereo unspecified) | 43%[activator]
COc1ccc(C(=O)/C=C/c2ccc(OCC#N)c(OC)c2)cc1OC | 1%
O=C(c1ccc(F)cc1F)N1CCC2(CC1)NC(=O)N(Cc1ccccc1)C2=O | 0%
CCC(=O)Nc1cccc(-c2nnc3n2CCCC3)c1 | -9%
Cc1ccc(NC(=O)CCc2cc(C(C)(C)C)c(O)c(C(C)(C)C)c2)cc1 | -22%
C1CNC(c2nc(C3CCOCC3)no2)C1 (stereo unspecified) | 13%
Cc1ccc(CNC(=O)CN2C(=O)C(c3ccccc3)=NC23CCCCCC3)cc1 | 0%
CCOC(=O)C1CSCCS(=O)(=O)N1Cc1ccc(Cl)cc1 (stereo unspecified) | 0%
CCc1nc(-c2c3n(c(=O)n(CC(=O)NC4CCCC4)c2=O)CCCCC3)no1 | 7%
